# Myeloid diff MLP: compounds promoting myeloid differentiation | ER-HoxA9 myeloid progenitors, lysozyme-GFP differentiation, flow cytometry | calls only at 10 µM | 360,000 compounds, 1% hits;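 active means normalized GFP-positive differentiation at or above the plate's own cutoff, the solvent-only control mean plus 3 SD; inconclusive means no clear call, values can overlap the other calls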;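 further: cells exposed to compound for four days before flow analysis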
# Myeloid diff MLP GFP+ MAC1+ %: further read-out of Myeloid diff MLP, marked with its call; GFP+ MAC1+ double positive, %; measured here: differentiation confirmed by MAC1 staining
# An asterisk follows results filed as active; i = inactive; ? = inconclusive; . = not tested or not shown; + = active, no number; & = joins results of further samples. This is a subset; count on the stated rates, not on these rows.
SMILES,Myeloid diff MLP,Myeloid diff MLP GFP+ MAC1+ %
NC(COCc1ccccc1)c1csc(NC(=O)Nc2cccc(C(F)(F)F)c2)n1 (configuration not stated),i,0.8
COc1cccc(-c2cc3nc(NCCN4CCCC4)n(C)c(=O)c3s2)c1,i,2.4
CC1(C(=O)NS(=O)(=O)c2cccc(Cl)c2)CCN1C(=O)Cc1ccc(Cl)cc1Cl (configuration not stated),i,0.7
O=C1CC[C@@H]2CC3(C[C@@H]4CCN1[C@H]24)Nc1cc([N+](=O)[O-])ccc1NC3=NC1CCCCC1 (some centres not stated),i,1.6
c1ccc(OCCNc2nc(NCC3CC3)nc3cc(-c4ccccc4)sc23)cc1,i,2.6
CC(=O)Nc1cc(-c2cccc(C(=O)N(C)C)c2)cn2c(-c3ccc(F)c(Cl)c3)cnc12,i,1.7
N[C@@H](Cc1ccc(F)cc1)C(=O)O,i,1.9
C#CC1(N2CCCCC2)CCCCC1,i,0.6
CC(NC(=O)COC(=O)c1ccc(Br)o1)c1ccccc1 (configuration not stated),i,0.7
C[C@H](CO)N1C[C@H](C)[C@H](CN(C)S(=O)(=O)c2ccc(F)cc2)OCc2cnnn2CCCC1=O,i,0.6
CCOC(=O)C1C(C(C)=O)=C(c2ccccc2)c2ccccc2N1S(=O)(=O)C(F)(F)F (configuration not stated),i,2.9
CC(C#N)(NC(=O)CN1CCN(S(=O)(=O)c2cccc(F)c2)CC1)C1CC1 (configuration not stated),i,1.5
CCCn1c(N)c(N(CCOC)C(=O)c2ccc(S(=O)(=O)N3CCOCC3)cc2)c(=O)[nH]c1=O,i,0.4
CC(C)(C)OC(=O)N1CCC(C(=O)Nc2ccc(C(=O)N3CCCC3)cc2)CC1,i,2.3
COc1cc(C=CC(=O)c2ccccc2)cc(OC)c1OC,?,.
CC1(C(=O)O)CCCN1C(=O)c1cccc(OC(F)(F)F)c1 (configuration not stated),i,1.2
COC(=O)C1(C)COP(=O)(Nc2ccc(OC)cc2)OC1 (configuration not stated),i,1.7
O=C1C2C3C=CC(C3)C2C(=O)N1c1ncc([N+](=O)[O-])s1 (configuration not stated),i,1.0
CCCCCCSc1cccc(-c2nc3ccc(Cl)cn3c2NCc2ccccc2)c1,i,0.8&1.7
O=[N+]([O-])c1ccc(CN2[C@H](COCc3ccccc3)[C@@H](N3CCCC3)CS2(=O)=O)cc1,i,0.9
CN(C(=O)c1cccc(NC(=O)Cc2ccc(NC(=O)C3CCN(S(=O)(=O)c4cccc([N+](=O)[O-])c4)CC3)cc2)c1)C1CCC1,i,0.3
Cc1ccc(Cl)cc1-c1cc(C(=O)NCc2ccccc2)[nH]n1,i,0.6
C[C@@H](c1ccccc1)N1C[C@@H](COCc2ccccc2)Oc2cc(N3CC[C@H](O)C3)ccc2S1(=O)=O,i,0.5
Cc1ccc(NC(=O)CN(C)C(=O)C2CSC3(C)CCC(=O)N23)cc1 (configuration not stated),i,0.8
CN(Cc1cccc(Cl)c1Cl)C(=O)c1ccccc1SCC(=O)N1CCCC1,i,0.4
Fc1ccccc1CSc1ncnc2c1ncn2C1CCCO1 (configuration not stated),i,0.4
COCCNc1nc(NCCN2CCNC2=O)c2sc(-c3ccccc3)cc2n1,i,1.2
COc1ccc(NC(=O)N(C)C[C@H]2OCCCC[C@H](C)Oc3ccc(NS(=O)(=O)c4cn(C)cn4)cc3C(=O)N([C@H](C)CO)C[C@@H]2C)cc1,i,1.4
O=C(COC(=O)c1ccccc1NCCO)Nc1ccc(S(=O)(=O)NC2=NCCCCC2)cc1,i,0.5
O=C(O)/C(=C/c1ccc(Cl)c([N+](=O)[O-])c1)c1ccc(S(=O)(=O)N2CCCCC2)s1,i,1.3
CC1(C(=O)NCc2ccccc2)CN(S(C)(=O)=O)CC(=O)N1Cc1cccc(F)c1 (configuration not stated),i,1.0
Cc1cc(C)n2c(SCC(O)=C(C#N)c3nc4ccccc4[nH]3)nnc2n1,i,0.8
CCCNC1(C(N)=O)CCN(Cc2ccccc2)CC1,i,0.8
O=C(O)c1ccccc1-c1ccccc1C(=O)Nc1ccc2c(c1)C(=O)c1ccccc1-2,i,1.0
COc1ccc(C(=O)/C=C2\C(=O)Nc3ccc(Br)cc32)cc1,?,.
O[C@H]1CN(Cc2cccs2)[C@@H](c2ccccc2)C[C@@H]1n1cc(C2CC2)nn1,i,0.8
COc1ccccc1Cc1c(-c2ccco2)nc2ccc(Cl)cn12,i,2.8
N#CC1(NC(=O)COC(=O)C2CCN(S(=O)(=O)c3ccc4c(c3)OCCO4)CC2)CCCCC1,i,0.7
CC1(C(=O)NS(=O)(=O)c2ccc(Cl)cc2)CCN1C(=O)Cc1ccccc1 (configuration not stated),i,1.5
COC(=O)C[C@H]1CC[C@@H](NC(=O)Nc2ccc(C(F)(F)F)cc2)[C@@H](CO)O1,i,1.6
CC1(C)c2ccccc2-c2nc3ccccc3cc2C1N1CCOCC1 (configuration not stated),i,1.5
O=C(c1ccoc1)N1CCN(c2cc(-c3ccccc3)nc3cc(-c4ccccc4)nn23)CC1,i,1.4
COCCCNC(=O)c1ccc(-c2c(C)noc2C)c2ccoc12,i,0.3
CC1(c2ccc3ccccc3c2)CCC(=O)O1 (configuration not stated),i,0.8
Cc1cc(C)n(CCNC(=O)[C@H]2O[C@@H](n3ccc(N)nc3=O)[C@H](O)[C@@H]2O)n1,i,0.6
CCc1nc2ccc(C(=O)Nc3cccc(NS(C)(=O)=O)c3)cn2c1N(C=O)CCC(C)C,+,4.2*
Oc1c(N=Nc2nn[nH]n2)ccc2ccccc12,i,1.3
CC1(C)NC(=S)NC1=S,i,0.6
CCCCN(C=O)c1c(CC)nc2c(OCc3ccc(C(F)(F)F)cc3)cccn12,i,0.6
Cn1ccc2c(-c3ccc(F)cc3F)cc3c(c21)C1CCC3C1 (configuration not stated),i,0.9
Cc1ccsc1C(=O)N1CCC1(C)C(=O)NCc1cccnc1 (configuration not stated),i,0.3
CCCc1ccc(C(O)c2ncc(-c3cccc(C)c3)[nH]2)cc1 (configuration not stated),i,0.6
CC1=C(C(=O)N2CCCCCC2)CC(CC(=O)NCCN2CCOCC2)C(=O)N1Cc1ccccc1 (configuration not stated),i,0.7
O=S1(=O)CC(N2CC=CC2)CN1Cc1cn(Cc2ccc(F)cc2)nn1 (configuration not stated),i,0.7
COc1cc(CCN=Cc2ccccc2O)c([N+](=O)[O-])cc1OC,i,0.8
CCCCC[C@@H](C)N1C[C@H](COCc2ccccc2)Oc2cc(N3CC[C@H](O)C3)ccc2S1(=O)=O,i,0.6
COc1ccc(NS(=O)(=O)c2cc(NS(=O)(=O)c3cc(C(=O)O)ccc3OC)ccc2C)cc1,i,0.2
COc1ccc(N2c3ccccc3CN(Cc3ccccc3)CC2Cc2cc(OC)c(OC)c(OC)c2)cc1 (configuration not stated),i,2.3
CCN(CC)c1cc2c(c3c1ccn3C)C1CCC2O1 (configuration not stated),i,0.9
COc1ccc2c(c1)CN(C)S(=O)(=O)c1ccccc1-2,i,1.7

# 13 neighbouring entries already listed:
SMILES,Myeloid diff MLP,Myeloid diff MLP GFP+ MAC1+ %
CC1(C)NC(=S)NC1=S,i,0.6
CCCCN(C=O)c1c(CC)nc2c(OCc3ccc(C(F)(F)F)cc3)cccn12,i,0.6
Cn1ccc2c(-c3ccc(F)cc3F)cc3c(c21)C1CCC3C1 (configuration not stated),i,0.9
Cc1ccsc1C(=O)N1CCC1(C)C(=O)NCc1cccnc1 (configuration not stated),i,0.3
CCCc1ccc(C(O)c2ncc(-c3cccc(C)c3)[nH]2)cc1 (configuration not stated),i,0.6
CC1=C(C(=O)N2CCCCCC2)CC(CC(=O)NCCN2CCOCC2)C(=O)N1Cc1ccccc1 (configuration not stated),i,0.7
O=S1(=O)CC(N2CC=CC2)CN1Cc1cn(Cc2ccc(F)cc2)nn1 (configuration not stated),i,0.7
COc1cc(CCN=Cc2ccccc2O)c([N+](=O)[O-])cc1OC,i,0.8
CCCCC[C@@H](C)N1C[C@H](COCc2ccccc2)Oc2cc(N3CC[C@H](O)C3)ccc2S1(=O)=O,i,0.6
COc1ccc(NS(=O)(=O)c2cc(NS(=O)(=O)c3cc(C(=O)O)ccc3OC)ccc2C)cc1,i,0.2
COc1ccc(N2c3ccccc3CN(Cc3ccccc3)CC2Cc2cc(OC)c(OC)c(OC)c2)cc1 (configuration not stated),i,2.3
CCN(CC)c1cc2c(c3c1ccn3C)C1CCC2O1 (configuration not stated),i,0.9
COc1ccc2c(c1)CN(C)S(=O)(=O)c1ccccc1-2,i,1.7

# (listing goes on)
SMILES,Myeloid diff MLP,Myeloid diff MLP GFP+ MAC1+ %
Cc1ccc(C(=O)NCC(=O)N2CCCN(S(=O)(=O)c3ccc(C)cc3)CC2)cc1,i,0.3
Cc1cccc(C)c1NC(=O)c1csc([C@@H]2O[C@H](CO)[C@H](O)[C@H](O)[C@H]2O)n1,i,0.6
O=CNc1ccc2c(c1)Cc1cccc(NC=O)c1-2,i,0.7
O=C(CCNC(=O)N1CC(=O)Nc2ccccc21)NCc1cccc(C(F)(F)F)c1,i,0.9
O=C(NCCCCCCCCNC(=O)c1cccc2ccccc12)c1cccc2ccccc12,i,1.7
CCCCNC(=O)C(NC(=O)c1ccc2ccccc2c1)C(=O)c1ccccc1 (configuration not stated),i,2.4
COc1ccc(-c2oc3cc(OC(C)=O)cc(OC(C)=O)c3c(=O)c2OC)cc1,i,1.4
CC(C)(C)NC(=O)C1(C)CCC(=O)N1C1CCN(Cc2ccccc2)CC1 (configuration not stated),i,0.9
C[N+](=O)C1C(=O)Nc2ccccc21 (configuration not stated),i,0.8
O=C(OCc1cn([C@H]2C[C@H](c3ccc(Cl)cc3)N(C(=O)C3CCCCC3)C[C@@H]2O)nn1)c1ccccc1,i,1.4
Cn1c(=O)c2[nH]c(SCc3cccnc3)nc2n(C)c1=S,i,0.3
CC(C)Nc1nc(NCCN2CCNC2=O)c2sccc2n1,i,1.0
COc1ccccc1-c1nnc(SC(C)C(=O)NCC2CCCO2)n1C (configuration not stated),i,0.3
O=C(C[C@@H]1C=C[C@@H](NC(=O)C2CC2)[C@@H](CO)O1)NCc1ccccc1Cl,i,1.1
COC(=O)C[C@H]1C=C[C@@H](NS(=O)(=O)c2ccc(C)cc2)[C@@H](CO)O1,i,2.1
CC(C)NC(=O)CN1CCN(C(c2ccnc3ccccc23)c2nnnn2-c2ccc3c(c2)OCCO3)CC1 (configuration not stated),i,1.0
CC1(C(=O)Nc2ccc3c(c2)OCCO3)CCC(=O)N1CCc1c[nH]c2ccccc12 (configuration not stated),i,1.7
CCC(CC)C(=O)OCC(=O)C1(O)CCC2C3CCC4=CC(=O)CCC4(C)C3C(O)CC21C (configuration not stated),i,0.4
CC1(Cc2ccc(S(C)(=O)=O)cc2)C(=O)Nc2ccc(Cl)cc21 (configuration not stated),i,0.6
CN=c1sc2c(n1C)C(=O)c1ccccc1C2=O,i,4.5
COCCNC(=O)C1(C)CCCN(C(=O)c2cccc(C#N)c2)C1 (configuration not stated),i,1.1
O=C(NCCOc1ccc(F)cc1)C1CCC(=O)N(Cc2ccc(Cl)cc2)C1 (configuration not stated),i,0.5
COc1ccccc1CNC(=O)c1cc(-c2cc(F)ccc2OC)n[nH]1,i,0.5
CCC(c1nc2ccccc2[nH]1)N(C(=O)C1=NNC(=O)CC1)c1ccccc1 (configuration not stated),i,1.1
O=S(=O)(O)c1cc2onnc2c2ccccc12,i,1.0
O=C(C1CCCCC1)N1C[C@@H](n2cc(C3CC3)nn2)[C@H](O)C[C@@H]1c1ccc(Cl)cc1,i,1.7
Cc1cc(C)n2c(NCc3ccccc3)c(CCc3ccccc3)nc2n1,i,1.1
CCCCOCCCNC(=O)C[C@@H]1C[C@@]2(C(=O)OC)CCCCC=C2N(CCC2=CCCCC2)C1=O,i,1.3
Cc1c(C(=O)O)sc(S(=O)(=O)N2CCN(C(=O)CC(C)c3ccccc3)CC2)c1C(=O)O (configuration not stated),i,1.5
O=C1NC[C@@H](CCCCN2C[C@H](Cc3ccccc3)N(CCc3ccc(O)cc3)C(=O)C2=O)N(CC2CCCCC2)C1=O,i,0.6
C[C@@H]1CN([C@@H](C)CO)C(=O)c2c(c3ccccc3n2C)-c2ccccc2CO[C@H]1CN(C)S(=O)(=O)c1ccc(C(F)(F)F)cc1,i,0.6
O=C(N/N=C/c1ccncc1)c1cccc(S(=O)(=O)N2CCCC2)c1,i,1.3
CNC(=O)NC(=O)CSc1ccc(S(=O)(=O)N(C)C2CCCCC2)cn1,i,0.8
CCCCn1c(O)c2n(c1=O)Cc1ccccc1N=C2c1ccc(OC)cc1,i,1.2
CCCN(CC(=O)Nc1ccc(F)c(F)c1F)C(=O)Cc1ccc(OC)c(S(=O)(=O)N2CCOCC2)c1,i,1.7
COCCNC(=O)C1(C)CCCN(C(=O)c2cc(C)on2)C1 (configuration not stated),i,0.9
COc1ccc(-c2coc3c(C(=O)Nc4cccnc4)cccc23)c(C)c1,i,1.4
O=C(Nc1ccc([N+](=O)[O-])cc1)NN1CCCCCC1,i,0.7
COc1ccc(C(=O)CSc2nc(=O)n3ccc(C)cc3n2)cc1,i,1.0
O=C1c2c(-c3ccc(Br)cc3)noc2CCN1Cc1cn(C2CCCC2)nn1,i,1.7
C=CCN(CC=C)Cc1cc(=O)oc2ccccc12,i,2.6
COCCCN1C(=O)C(CC(=O)NC(c2ccccc2)c2ccccc2)CC(C(=O)N2CCCCCC2)=C1C (configuration not stated),i,0.8
N#Cc1ccccc1NC(=O)C1CCCO1 (configuration not stated),i,0.2
CNC(=O)C1Cc2c(-c3ccccc3Oc3ccccc3)ccnc2O1 (configuration not stated),i,0.4
C[C@H](NC(=O)CC[C@H]1O[C@@H](n2ccc(=O)[nH]c2=O)[C@H](O)[C@@H]1O)c1cccc2ccccc12,i,1.1
Cc1cc2nccnc2cc1C,i,0.4
COc1cccc(C(=O)NNS(=O)(=O)c2ccccc2)c1,i,0.4
Cc1cccc(N(CC(=O)NCc2ccco2)S(=O)(=O)c2ccccc2)c1,i,0.6

# High-throughput results deposited in PubChem BioAssay by NMMLSC.
